From PubChem
Dicer inh: inhibitors of Dicer pre-microRNA processing, primary screen, biochemical, cat-ELCCA, chemiluminescence. z-score at 25 µM. Endoribonuclease Dicer (Homo sapiens), Q9UPY3. 6% of 47,000 active. AID 1347074, 2019. cat-ELCCA pre-miR-21 Dicer processing; stronger effect = higher value; in the data active means z-score above about 3, passing the limit was not always enough;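 further: plate controls were vehicle for no effect and no enzyme for full effect; higher signal means more uncleaved substrate so more Dicer inhibition; strong numbers were not always called active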
* = called active by the depositor. An excerpt. The share of hits here may be higher or lower than overall.

Compound	Dicer inh
COc1cc(OC)cc(-c2nc(-c3ccc(C)nc3OC)no2)c1	1.5
CCn1/c(=C\C=[N+](C)C)c2cccc3cccc1c32	0.21
CC(CN(C)C)CN1c2ccccc2CCc2ccccc21 (stereo not given)	4.8
C=CCNC(=O)c1cnn(C)c1-n1cccc1	0.12
CC1=CC(C)(C)Nc2ccc(OC(=O)c3cccc(Br)c3)cc21	3.1*
COc1ccc(/C=C/c2nn3c(Cc4ccc(OC)cc4)nnc3s2)cc1	4.7*
O=C(c1c(F)cccc1Cl)n1c2ccc(F)cc2c2nc3ccccc3nc21	0.17
CCOC(=O)c1[nH]c(C)c(C(C)=O)c1-c1ccccc1	-0.29
N#CCc1c(Cl)sc2ccc(Cl)cc12	0.39
CN1CCN(Cc2c(O)ccc3c(=O)c(-c4ccccc4)coc23)CC1	2
CCOc1ccc(Cc2nnc(SCC(=O)c3ccc(Cl)cc3)o2)cc1	0.12
CCn1c2c(c(=O)[nH]c1=O)C(c1cccc(F)c1)C1=C(N2)c2ccccc2C1=O (stereo not given)	-1.4
Cc1cc2nc(-c3ccc4ccccc4c3)cc(C(F)(F)F)n2n1	-1.1
CC(=O)/C(N=Nc1ccccc1Oc1ccc(Cl)cc1Cl)=C(\C)O	-0.38
Cc1ccc(Oc2c(C(F)(F)F)oc3c(CN4CCN(C)CC4)c(O)ccc3c2=O)cc1	-1
CCOC(=O)C(C#N)c1c([N+](=O)[O-])c(=O)n(-c2ccccc2)c2ccccc12 (stereo not given)	-1.6
Cc1ccc2nc(NC3=NCN(Cc4ccccc4Cl)CN3)nc(C)c2c1	0.71
COc1ccc(OCc2nc(CSc3nnc(C(F)(F)F)n3C)cs2)cc1	0.79
CCCc1c(C)nc2scc(-c3ccc(Cl)cc3)n2c1=O	1.6
Cc1c(C)c(C)c(C(=O)c2ccccc2C(=O)N2CCOCC2)c(C)c1C	0.05
O=C(NCCCn1ccnc1)c1cc2nc(-c3ccc(Br)cc3)cc(C(F)(F)F)n2n1	-0.99
NC(=NC(=O)c1cccc(Cn2cc(C(F)(F)F)ccc2=O)c1)c1ccccc1	-0.66
CCOc1ccccc1NC(=O)O/N=C(\N)Cc1cccc2ccccc12	1.1
COc1cc(C2c3c(oc4ccccc4c3=O)C(=O)N2Cc2ccccc2)cc(Br)c1O (stereo not given)	0.92
CC1=C(C(=O)OCCc2ccccc2)C(c2coc3ccccc3c2=O)C2=C(CC(C)(C)CC2=O)N1 (stereo not given)	-0.32
O=C(Cn1cc(C(=O)C2CC2)c2ccccc21)NCCc1c[nH]c2ccccc12	1.4
CCOC(=O)C1=C(C)N=C2SCCC(=O)N2C1c1cccc(F)c1 (stereo not given)	-1.6
COc1ccccc1NC(=S)NNC(=O)CC#N	2.8
O=C(Nc1cnc2sc3ccccc3n2c1=O)c1ccc(Cl)cc1	0.52
COc1ccc(SCCc2nnc(SCC(=O)Nc3ccccc3)n2C2CC2)cc1	-3.4
N#Cc1c(C(F)(F)F)cc(-c2cccs2)nc1Sc1ccc(Cl)cc1	1.3
NNC(=O)c1ccc(-c2ccccc2F)cc1	-1.3
CCCC(=O)N(c1ccc2oc(=O)sc2c1)S(=O)(=O)c1cc(OC)ccc1OC	2.6
C/C(=N\NC(N)=O)c1c(F)cccc1F	0.07
NC(=O)c1cccnc1	0.72
CCOc1ccc(C2CC(=O)C3=C(C2)Nc2ccccc2NC3c2ccc3c(c2)OCO3)cc1OC (stereo not given)	0.9
CCCN1CNc2nc3ccccc3n2C1	-0.41
O=C1N/C(=N\c2ccccn2)SC1Cc1ccccc1 (stereo not given)	0.24
Cc1ccc(S(=O)(=O)N(C)Cc2nc(-c3ccc(Cl)cc3)no2)cc1	0.44
CC(C)[C@H](N)C(=O)OCCOCn1cnc2c(=O)[nH]c(N)nc21	0.63
O=c1[nH]nc(SCCS(=O)(=O)c2ccc(F)cc2)n1-c1ccccc1	-0.45
O=C(Nc1nnc(C2CC2)s1)c1cc(Cl)sc1Cl	0.49
O=C1CSc2nnc(-c3cccs3)n21	-0.85
CN(C)CCCN1C(=O)C(=O)/C(=C(/O)c2ccc(S(=O)(=O)N(C)C)cc2)C1c1cccnc1 (stereo not given)	-0.21
C#CC(C)(C)NC(=S)NC1CC2C=CC1C2 (stereo not given)	0.27
CCOc1nc(C)ccc1-c1noc(-c2ccc(F)cc2)n1	0.37
CCCCCOC(=O)C1=C(C)NC2=C(C(=O)CC(C)(C)C2)C1c1ccc(OC(C)=O)cc1 (stereo not given)	1.8
O=C(Oc1ccc([N+](=O)[O-])cc1)N1CCCN(c2nc3ccc(Cl)cc3s2)CC1	-1.3
CCCCCSc1nnc(-c2ccc(Br)cc2)o1	-0.51
CCOC(=O)C(CC)Oc1ccc2c(=O)c(-c3ccc(Cl)cc3)coc2c1 (stereo not given)	1.1
COC(=O)/C(=C\Nc1ccc(Oc2cncc(Cl)c2)nc1)NC(=O)c1ccccc1	-0.62
CC1CC(=O)N(c2ccccc2OC(F)(F)F)C1=O (stereo not given)	0.56
COc1ccc(-c2nc3c([nH]2)c(=O)n(C)c(=O)n3C)c(OC)c1	-0.42
CCOC(=O)C(C#N)c1c([N+](=O)[O-])c(=O)n2c3c(cccc13)CCC2 (stereo not given)	-1.4
O=S(=O)(c1ccc(Cl)cc1)c1nc(-c2ccco2)oc1N1CCCCC1	-0.97
COc1ccc(NC(=S)NNC(=O)c2nc3ccccc3c(=O)[nH]2)cc1	0.33
CCOc1ccccc1OCCCCCc1c(C)n[nH]c1C	0.2
OCC(CO)(CO)NC(=S)Nc1ccc(F)c(Cl)c1	0.43
Cc1nonc1NC(=O)OC(C)C	2.2
Cc1cccc(-n2ncc3ccccc3c2=O)c1	4.2*

Of the compounds above, these contain a CF3 group.
Compound	Dicer inh
Cc1cc2nc(-c3ccc4ccccc4c3)cc(C(F)(F)F)n2n1	-1.1
Cc1ccc(Oc2c(C(F)(F)F)oc3c(CN4CCN(C)CC4)c(O)ccc3c2=O)cc1	-1
COc1ccc(OCc2nc(CSc3nnc(C(F)(F)F)n3C)cs2)cc1	0.79
O=C(NCCCn1ccnc1)c1cc2nc(-c3ccc(Br)cc3)cc(C(F)(F)F)n2n1	-0.99
NC(=NC(=O)c1cccc(Cn2cc(C(F)(F)F)ccc2=O)c1)c1ccccc1	-0.66
N#Cc1c(C(F)(F)F)cc(-c2cccs2)nc1Sc1ccc(Cl)cc1	1.3
CC1CC(=O)N(c2ccccc2OC(F)(F)F)C1=O (stereo not given)	0.56

The list goes on:
Compound	Dicer inh
N=C(N)c1cc(Cl)cc(Cl)c1	-0.57
CCCC(C1C(=O)CC(C)(C)CC1=O)C1C(=O)CC(C)(C)CC1=O	-1.4
C/C(=N\O)c1sc2ccc(Cl)cc2c1C	-0.52
Cc1oc(-c2ccccc2)cc1C(=O)/C(C#N)=C\c1ccc(OC(F)(F)F)cc1	0.78
Cc1ccc(S(=O)(=O)N/N=C/c2ccccc2Cl)cc1	-0.53
COc1ccc(C(=O)CC2(O)C(=O)N(Cc3ccccc3)c3ccc(Br)cc32)cc1OC (stereo not given)	-0.51
Cc1ccc(N(C(=O)c2ccc(Cl)cc2)C2C=CS(=O)(=O)C2)cc1 (stereo not given)	-1.8
COc1ccc2c(c1)C(C)=CC(C)(C)N2S(=O)(=O)c1ccc(Cl)cc1	-0.32
COc1ccc(-c2noc(CC3CCCCC3)n2)cc1OC	1
CCCCCCCn1c(CCCO)nc2ccccc21	1.8
Fc1ccc(C2CN3C(=N2)C=Cc2ccccc23)cc1 (stereo not given)	-0.46
O=C(O)CC1S/C(=N\N=C\c2ccccc2Cl)NC1=O (stereo not given)	0.28
Cc1ccc(C)c(OCCCCc2c(C)n[nH]c2C)c1	-2.2
CCOc1cc(N2CCOCC2)c(OCC)cc1NS(=O)(=O)c1ccc(CC)cc1	2.6
COc1ccc(NC(=S)NC(C)(C)C)cc1OC	-0.32
O=c1[nH]c2ccccc2n1Cc1ccc(Cl)cc1	0.77
CN(C)C=NC(=S)c1sccc1COc1ccc(Cl)cc1	-0.29
Cc1ccc(OS(=O)(=O)c2ccc(F)cc2)c([N+](=O)[O-])n1	-1.1
CCCCNC(=O)Nc1cc(C(C)(C)C)nn1C	-1.8
O=C1C2C3c4ccccc4C(c4ccccc43)C2C(=O)N1Cc1ccccc1 (stereo not given)	2.8

Two entries drawn at random from the list so far:
Compound	Dicer inh
O=C(Nc1nnc(C2CC2)s1)c1cc(Cl)sc1Cl	0.49
Cc1cc2nc(-c3ccc4ccccc4c3)cc(C(F)(F)F)n2n1	-1.1

Remaining list, next part:
Compound	Dicer inh
Cc1nn(Cc2ccc(C(=O)NCc3ccccn3)o2)c(C)c1[N+](=O)[O-]	1.4
Cc1c(N(C)C)c(=O)n(-c2ccccc2)n1C	54
COc1ccc(C(=O)/C(C#N)=N/Nc2cccc(Cl)c2Cl)cc1	8.3*
NNC(=O)CSc1ccnc2cc(Cl)ccc12	-1.5
COc1ccc(C(=O)Oc2ccc3c(=O)c(Oc4ccccc4Br)coc3c2)cc1	1.4
CC1=C(C(=O)OC2CCCCC2)C(c2ccccc2Br)CC(=O)N1 (stereo not given)	0.28
COc1ccc(-c2ncnn2-c2ccc(Cl)cc2)cc1	2.2
CC(=O)Nc1cc2cc(NS(=O)(=O)c3ccc(Cl)cc3)ccc2oc1=O	-0.32
O=C(Nc1ccc(-c2cn3c(n2)SCC3)cc1)c1ccccc1	-2.6
COc1ccccc1C1CCN(S(=O)(=O)c2ccc(-c3csc(C)n3)s2)CC1	-1.1
O=C(NCc1ccco1)C1CC(c2cccc(Br)c2)=NO1 (stereo not given)	-0.57
CCOC(=O)c1cc(-c2nc(-c3ccccc3)cs2)c(C)nc1C(F)(F)F	-0.42
C=CCN1C(=O)C(O)(CC(=O)c2cccc(Br)c2)c2ccccc21 (stereo not given)	-0.24
CCOC(=O)C1=C(C)NC2=C(C(=O)CC(c3ccc(OC)c(OC)c3)C2)C1c1ccc(SC)cc1 (stereo not given)	1.3
CCOc1ccc2nc(SCC(=O)Nc3ccc4c(c3)OCO4)sc2c1	2.4
O=C(O)c1cccc(NC2=NS(=O)(=O)c3ccccc32)c1	-0.08
CNC(=S)NNC(=O)c1cnccc1C(F)(F)F	0.46
CCCCSC1=C(C#N)C(=O)NC(c2ccc(OC)c(OC)c2)S1 (stereo not given)	3.4*
Nc1nc(-c2ccccc2O)cs1	4.5*
CC1(C)NC(=O)N(CC(O)CN(Cc2ccccc2)Cc2ccccc2)C1=O (stereo not given)	3*
O=C1CC(c2ccc(Cl)cc2)CC2=C1C(c1ccc3c(c1)OCO3)Nc1ccccc1N2 (stereo not given)	-2.8
FC(F)(F)c1cc(N2CCCCC2)c2cccc(Cl)c2n1	-1.4
Nc1nc(-c2cccnc2)nn1C(=O)Cc1ccccc1	8.2*
CCOC(=O)c1cnc2cc(Cl)c(F)cc2c1N1CCOCC1	-1.6
O=c1oc(-c2ccc(Br)cc2)nc2ccccc12	3*
CCOC(=O)c1sc(NC(=O)c2cncc(Br)c2)c(C(=O)OCC)c1C	12
N#Cc1c(NC(=O)c2ccccc2C(=O)O)sc2c1CCCC2	1.3
CC(C)(O)c1cc(C(F)(F)F)cc(C(F)(F)F)c1	0.04
O=C(O)c1cc(-c2ccco2)nc2cc3ccccc3cc12	1.2
Cc1ccc(Cl)cc1OCC(=O)NCCOC(=O)Nc1sc(=S)n(C)c1C	0.33
COc1ccc2c(-c3ccc(Cl)cc3)c(C)oc2c1	-0.28
FC(F)(F)c1ccccc1NC(=S)Nc1ccc(-c2csnn2)cc1	2.1
O=C(/C=C/Nc1ccc(Cl)cc1Cl)c1ccc(Br)cc1	1.1
Nc1nc(/C=C/c2ccccc2O)nc(-c2ccccc2O)n1	8
COc1ccc(N=C2C(=O)Nc3ccc(Br)cc32)cc1	-3.6
CCCOc1ccccc1C1C2=C(CCCC2=O)Nc2nnnn21 (stereo not given)	0.26
CC(=O)CCCNc1nc(-c2ccc(Cl)cc2)cs1	6.7*
Cc1cc2nc3n(c2cc1C)C(O)C=C(C(C)(C)C)S3 (stereo not given)	-0.32
COc1ccc(CCN2C(=O)CSC2=NC2CC2)cc1OC	0.73
O=c1/c(=C\c2ccccc2)sc2nc(-c3ccccc3)nn12	1.1
CCCCOC(=O)C1=C(C)NC2=C(C(=O)CCC2)C1c1ccncc1 (stereo not given)	-0.04
C=CCOC(=O)c1sc(N2C(=O)c3oc4ccc(F)cc4c(=O)c3C2c2ccc(C)cc2)nc1C (stereo not given)	0.29
CCOC(=O)NC(=O)c1cn(CCc2ccncc2)c(=O)[nH]c1=O	1.5
CCOC(=O)c1sc(=S)n(-c2ccc(OC)cc2)c1N	2.2
CC(=O)N1CC2(C(C)C)CN(C(C)=O)CC(C(C)C)(C1)C2=O	-0.43
CC1=C(C)CC(C(=O)Nc2cccc(-c3nn(C)cc3Br)c2)C(C(=O)O)C1 (stereo not given)	0.5
Cc1cc(Cl)ccc1NNC(N)=S	1.4
CN1CCc2ccccc2Cc2[nH]c3ccccc3c2CC1	-0.93
CCOC(=O)C(=CN(C)c1ccccc1)C(=O)OCC	-0.05
O=C(c1ccccc1)C1C(=O)c2ccccc2C1=O	-1.4
CN(C)c1ccc(NC(=O)c2cc3sc4ccccc4c3s2)cc1	6.5*
Cc1cc(C)c2c3c(sc2n1)C(=O)N(c1ccccc1C)CC(=O)N3	0.94
CCOC(=O)c1c(C)n(-c2ccc(Br)cc2)c2ccc(O)cc12	-0.48
